# PTAP TSG101 blk: qHTS Assay for Iinhibitors of HIV-1 Budding by Blocking the Interaction of PTAP/TSG101; Fluorescence polarization, FITC-PTAP peptide / Tsg101 binding; Potency, µM (doses to about 115 µM), inactives show at the top dose activity change, negative = inhibition, most hits filed as inhibitors; 340,000 tested, under 10 active; AID 493005, 2010; active means well fitted inhibition curve with a large enough effect in the main read-out, with a control signal flat, not every such curve was filed as active; inconclusive means small, poorly fitted or top-dose-only effect, or effect the other way, or a change in a side signal; inactive means no such curve, though single readings can be large or run the other way; further: potency means the concentration at half of the fitted maximal effect; % of control where 0% means no effect
#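 FP read-out: FITC-PTAP peptide, 50 nM final, binding Tsg101 binding domain, 10 uM final; 20 min, r.t.; 10 mM HEPES pH 7.5, 0.15 M NaCl, 0.01% Tween 20, 3 mM EDTA, 0.1 mM TCEP.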
# Tb PFK block: qHTS Assay to Find Inhibitors of T. brucei phosphofructokinase. AID 485367, 2010. T. brucei PFK, ADP-Glo luminescence. actives 0.17% (n = 330,000). Potency, µM (highest dose often 57.5 µM), inactives show at the top dose activity, negative = inhibition, most hits filed as inhibitors;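 further: potency means the concentration at half of the fitted maximal effect; 0% = uninhibited 1x PFK enzyme wells and -100% = no-enzyme wells; nearly all actives have a fitted effect of over 60% in size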
# Target sequence (O15648 whole entry, looked up): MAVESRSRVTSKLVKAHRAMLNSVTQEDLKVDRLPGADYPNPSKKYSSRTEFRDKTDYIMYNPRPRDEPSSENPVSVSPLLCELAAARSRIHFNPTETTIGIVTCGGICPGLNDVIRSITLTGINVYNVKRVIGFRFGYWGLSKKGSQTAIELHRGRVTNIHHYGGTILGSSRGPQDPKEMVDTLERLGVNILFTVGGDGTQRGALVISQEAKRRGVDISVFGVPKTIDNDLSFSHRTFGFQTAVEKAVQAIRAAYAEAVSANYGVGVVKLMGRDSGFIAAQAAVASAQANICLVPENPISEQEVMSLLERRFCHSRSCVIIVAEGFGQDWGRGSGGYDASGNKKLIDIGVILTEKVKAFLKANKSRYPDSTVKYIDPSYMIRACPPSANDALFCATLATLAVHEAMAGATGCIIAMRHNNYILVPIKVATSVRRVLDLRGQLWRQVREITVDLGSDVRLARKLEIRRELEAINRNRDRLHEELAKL
#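 ADP-Glo luminescence quantified ADP after 45 min at room temperature, with 1.25 nM T. brucei PFK, 0.1 mM ATP and 0.5 mM fructose-6-phosphate in pH 8.0 TEA buffer. qHTS titrations up to 57 µM; curves classified by quality.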
# Giardia kill: Small Molecules that selectively kill Giardia lamblia: qHTS; AID 540267, 2011; activity change, % at 7.66 µM, hits read low; Giardia lamblia trophozoite viability; actives 0.15% (n = 340,000); in the data active means activity change below about -80%; inconclusive means between about -30% and that limit;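 further: parasites exposed to compound for two days anaerobically before the ATP read; on the % scale 0 is the no-effect control and ±100 the full control effect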
#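 Anaerobic 48 hrs incubation at 37 deg C of 100 trophozoites/well with test compounds; ATPLite 1-Step luminescence, 15-30 min RT, reports cellular ATP as viability.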
# FBPA coupling cs: qHTS Assay for Inhibitors of Fructose-1,6-bisphosphate Aldolase from Giardia Lamblia: Coupling assay counterscreen. AID 2472, 2010. activity change, negative = inhibition, % at 58.2 µM, hits read low. coupling enzyme system counterscreen, AmpLite Red fluorescence. actives 0.67% (n = 290,000); in the data active means activity change below about -30%; further: on the % scale 0 is the no-effect control and ±100 the full control effect
#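 Final compound at 57.5 uM, incubated 10 min at RT with coupling enzyme reagent (glyceraldehyde-3-phosphate), then 20 min with substrate and AmpLite Red detection. Fluorescence read at 525/598 nm; tests interference with the coupling assay, not aldolase inhibition.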
# BCR signal inh: qHTS Assay to Find Inhibitors of Chronic Active B-Cell Receptor Signaling; ABC-DLBCL IkBa-CBG/CBR reporter, luminescence ratio, 4 h; Potency, µM (series often up to 46.1 µM), for inactives: at the highest dose ratio change, negative = lower green/red ratio, hits mostly inhibitors; actives 0.05% (n = 340,000); active means well fitted inhibition curve with a large enough effect in the signal ratio, with a control signal flat, not every such curve was filed as active; inconclusive means small, poorly fitted or top-dose-only effect, or effect the other way, or a change in a side signal; the % refers to the signal ratio;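 further: potency means the concentration at half of the fitted maximal effect; plate controls were basal doxycycline-induced cells for no effect and cells given 10 µM MG132 for full effect; MG132 reads +100%, hits lower the ratio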
#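 TMD8 human ABC-DLBCL cells with doxycycline-inducible IκBα–green luciferase fusion and unfused red luciferase, in 0.5% FBS medium; compounds up to 46 uM, 4 h at 37C. Green/red luminescence ratio, filter-overlap corrected, fitted to concentration-response curves.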
# PKM2 activator: qHTS Assay for Activators of Human Muscle isoform 2 Pyruvate Kinase | AID 1631, 2009 | Pyruvate kinase PKM (Homo sapiens), P14618 | purified PKM2, Kinase-Glo ATP luminescence, activation; response scale: 0% is enzyme alone, no compound | Potency, µM (top dose mostly 57.5 µM), for inactives: at the top dose activation, usual class: activators | actives 0.34% (n = 260,000); further: potency means the concentration at half of the fitted maximal effect; on the % scale 0 is the no-effect control and ±100 the full control effect; nearly all actives have a fitted effect of over 55% in size
#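 ATP formation by purified human PK-M2, quantified via coupled luciferase luminescence after 1 h at room temperature with 0.1 mM ADP and 0.5 mM PEP final.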
# a7 integrin act: qHTS for Activators of Integrin-Mediated Alleviation for Muscular Dystrophy; alpha7betagal myoblasts, beta-gal FDG fluorescence, 48 h; AID 624291, 2012; Potency, µM (titrated, usually from 38.3 µM), without a hit: top-dose activation, usual class: activators; actives 0.064% (n = 350,000);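 further: potency means the concentration at half of the fitted maximal effect; 100% = response of the positive control SU9516; nearly all actives have a fitted effect of over 60% in size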
#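 alpha7betagal+/- myoblasts (passage 13, 250/well) treated 48 h at 37C with compounds at 1:260 dilution of DMSO stock. Lysed, then beta-galactosidase activity read as FDG fluorescence (ex 480/em 540) after 30 min, with pre-read for autofluorescence.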
# Menin-MLL TR inh: qHTS Assay for Inhibitors Targeting the Menin-MLL Interaction in MLL Related Leukemias: Competition With Texas Red Labeled MLL-derived Mutant Peptide; O00255; Menin + Texas Red MLL mutant peptide, fluorescence polarization; Potency, µM (top dose mostly 61.6 µM), without a hit: top-dose FP activity change, negative = inhibition, actives largely listed as inhibitors; actives 0.23% (n = 270,000); AID 1768, 2009; active means well fitted inhibition curve with a large enough effect in the polarisation, with a control signal flat, not every such curve was filed as active; inconclusive means small, poorly fitted or top-dose-only effect, or effect the other way, or a change in a side signal; inactive means no such curve, though single readings can be large or run the other way; the % refers to the polarisation; further: potency means the concentration at half of the fitted maximal effect; % of control where 0% means no effect; many of its hits are not listed in these tables
# Target sequence (O00255 whole entry, looked up): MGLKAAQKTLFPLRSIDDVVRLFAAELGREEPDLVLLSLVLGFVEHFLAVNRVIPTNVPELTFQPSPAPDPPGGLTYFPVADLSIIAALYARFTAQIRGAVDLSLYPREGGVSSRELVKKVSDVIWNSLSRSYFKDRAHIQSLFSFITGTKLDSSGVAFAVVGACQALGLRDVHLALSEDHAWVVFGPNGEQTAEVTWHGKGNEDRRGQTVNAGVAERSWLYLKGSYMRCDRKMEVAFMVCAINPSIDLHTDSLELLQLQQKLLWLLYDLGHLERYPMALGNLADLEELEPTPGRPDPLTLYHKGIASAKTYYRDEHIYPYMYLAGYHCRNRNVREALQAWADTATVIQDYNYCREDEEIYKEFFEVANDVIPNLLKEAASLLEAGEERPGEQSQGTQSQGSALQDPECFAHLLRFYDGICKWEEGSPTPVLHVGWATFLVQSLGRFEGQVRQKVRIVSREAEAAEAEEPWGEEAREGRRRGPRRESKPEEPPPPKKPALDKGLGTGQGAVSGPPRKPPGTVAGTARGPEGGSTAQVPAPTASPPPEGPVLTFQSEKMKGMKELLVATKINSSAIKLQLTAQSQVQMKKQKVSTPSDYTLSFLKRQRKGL
# B2AR arrestin: qHTS assay of beta-arrestin-biased ligands of beta2-adrenergic receptor; beta-arrestin recruitment to beta2AR, cell-based reporter; Potency, µM (highest dose often 46.1 µM), for the others: at the highest dose activation, most hits filed as activators; actives 0.02% (n = 330,000);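 further: potency means the concentration at half of the fitted maximal effect; 0% = DMSO controls and full agonism = EC100 isoproterenol or metaproterenol; nearly all actives have a fitted effect of over 65% in size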
# S-ASM inh: Inhibitors of Secretory Acid Sphingomyelinase (S-ASM): qHTS; Sphingomyelin phosphodiesterase (Homo sapiens), P17405; placental ASM, HMU-PC fluorogenic substrate, 60 min; Potency, µM (doses to about 57.5 µM), for the others: at the top dose activity change, negative = inhibition, most hits filed as inhibitors; actives 0.006% (n = 340,000); AID 504937, 2011; further: potency means the concentration at half of the fitted maximal effect
#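 qHTS format. ASM enzyme prepared from human placenta hydrolyses the fluorogenic substrate HMU-PC0 (9 uM final) over 60 min at 37 °C after a 10 min compound preincubation.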
# GALK inh: qHTS Assay for Inhibitors of Human Galactokinase (GALK) | Purified GALK, Kinase-Glo residual ATP luminescence | P51570 | actives 0.007% (n = 270,000) | Potency, µM (doses to about 57.5 µM), inactives show at the top dose activity change, negative = inhibition, usual class: inhibitors; further: potency means the concentration at half of the fitted maximal effect; on the % scale 0 is the no-effect control and ±100 the full control effect
#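 Luminescence from leftover ATP (Ultra-Glo luciferase/luciferin) served as read-out after a 1 h room-temperature reaction of 5 nM GALK with 35 uM ATP and 100 uM galactose.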
# Numbers without * were called inactive; u = inconclusive; x = no result given; & = joins results of further samples; [ ] = dose if it differs, or a comment. Unless noted, the call rests on the fitted dose curve; in most records, active means well fitted curve in the direction sought with a large enough effect; inconclusive means small, poorly fitted or top-dose-only effect, or another doubt; inactive means no such curve, though single readings can be large; an effect the other way counts as inactive or inconclusive.
SMILES,PTAP TSG101 blk,Tb PFK block,Giardia kill,FBPA coupling cs,BCR signal inh,PKM2 activator,a7 integrin act,Menin-MLL TR inh,B2AR arrestin,S-ASM inh,GALK inh
Cc1cc(C)n(CCC(=O)N2CCCC(N3CCN(c4cccc(Cl)c4)CC3)C2)n1 (centres undefined),-3%,1%,-22,x,0%,1%,2%,x,-0.3%,3%,-2%
COc1ccc(N2C(=NC(=O)c3ccc(Br)cc3)SC3CS(=O)(=O)CC32)cc1 (centres undefined),1%,0%,6,x,3%,x,29%,x,-0.1%,-4%,x
COC(=O)c1ccc(/C=N/n2c(C)nc3ccccc3c2=O)cc1,2%,-4%,-12,-2,0%,x,-2%,-2%,-0.5%,1%,x
CC(C)(C)OC(=O)C[C@@H]1C/C=C\C[C@H](CC(=O)N[C@@H](CO)Cc2ccccc2)C(=O)N[C@H](C(C)(C)C)COC1=O,-5%,-3%,-17,x,4%,x,-9%,x,-0.2%,4%,x
COc1ccc(N(CC(=O)N/N=C/c2ccccc2OC)S(=O)(=O)c2ccccc2)cc1,-6%,-3%,0,-9,u,x,-15%,15%,-1.0%,-1%,-1%
CCCCn1c(SCC(=O)c2ccc3c(c2)OCCO3)nnc1-c1ccoc1C,-2%,-9%,16,-1,10%,0%,-26%,u,-0.1%,1%,0%
CCOc1ccc(NC(=S)N(CCN2CCOCC2)Cc2ccc3c(c2)CCCN3CC)cc1,-2%,-3%,-21,-1,-3%,1%,-45%[inhibitor],-5%,0.0%,0%,5%
CC(C)[C@H](NC(=O)C1CC(=O)N(c2ccc(F)cc2)C1)C(=O)N1CCCCC1 (some centres undefined),-4%,0%,-9,-1,11%,x,4%,0%,-0.1%,0%,1%
Cc1ccc(C)c(C(=O)C(C)OC(=O)CN2C(=O)NC3(CC(C)CC(C)(C)C3)C2=O)c1 (centres undefined),-2%,1%,7,x,0%,-5%,-3%,x,-0.1%,-3%,-2%
COc1ccccc1N1CCN(Cc2nc3ccccc3[nH]2)CC1,-1%,-1%,5,-3,-5%,4%,5%,-17%,0.2%,3%,7%
C=CCNC(=S)NNC(=O)COc1ccc(Cl)cc1Cl,5%,-1%,-11,1,u,-6%,7%,2%,u,4%,0%
Cc1ccccc1CN1CCN(C(=O)c2ccco2)CC1,-1%,1%,2,1,-1%,x,u,u,-0.2%,0%,2%
Cn1c(=O)c2[nH]c(-c3ccccc3)nc2n(C)c1=O,x,0%,x,0,4%,0%,x,3%&0%,-1.2%,x,x
Cc1ccc(-n2c(SCC(=O)N3CCOCC3)nnc2-c2cccnc2)cc1C,-6%,0%,8,8,0%,3%,-9%,0%,0.0%,9%,0%
Cc1ccccc1Nc1nc(N)nc(CSc2ccc(F)cc2)n1,-4%,3%,-28,-4,-20%,19%,-27%,13%,-0.1%,2%,-2%
CN1CCc2c(sc(NC(=O)C3CCCCC3)c2C(N)=O)C1,-4%,7%,12,-3,u,-1%,3%,-10%,0.2%,138%[activator],x
C=CCNC(=S)NNC(=O)c1ccc(Br)o1,0%,1%,-12,0,2%,0%,-8%,-1%,-3.3%,-2%,x
Cc1cc(NC(=O)CN(C)CC(=O)Nc2ccc(Cl)c(C(F)(F)F)c2)no1,-13%,-3%,-3,x,-14%,x,-4%,x,-0.2%,-11%,x
Cc1cc(C(=O)CN2C(=O)c3ccccc3S2(=O)=O)c(C)n1C(C)C,-2%,-5%,0,x,-1%,x,1%,x,0.0%,-1%,x
Cn1c(=O)cc(SCC(=O)NCCC2=CCCCC2)c2ccc(Cl)cc21,-5%,0%,4,1,-1%,11%,8%,-20%,-0.5%,4%,-1%
CC1CCN(C(=O)Cn2cc([N+](=O)[O-])ccc2=O)c2ccccc2S1 (centres undefined),3%,-4%,-8,x,u,x,u,x,-0.7%,0%,x
Cc1ccccc1Cn1cnc2c([N+](=O)[O-])c(C)c(C)cc21,-2%,0%,8,3,7%,0%,-13%,u,0.3%,-8%,0%
O=C(Nc1ccc(F)cc1)c1cccnc1N1CCCCC1,-3%,0%,20,5,u,11%,-8%,4%,-0.2%,2%,0%
O=C(NC(=S)N1CCN(c2ccc(F)cc2)CC1)C12CC3CC(CC(C3)C1)C2,-2%,-2%,-7,0,0%,0%,-30%,-1%,-1.5%,-3%,-3%
Cc1ccc(-c2n[nH]c(=S)n2/N=C/c2cccs2)cc1,-3%,-2%,8,6,u,0%,9%,-4%,-1.0%,-5%,-5%
O=C(NCCCCc1ccccc1)Nc1ccc(F)cc1,2%,-12%,-27,0,1%,-3%,5%,17%,0.2%,-3%,-1%
CC(C)CCN1CCN(C2CCN(c3ccc4c(c3)OCO4)CC2)CC1CCO (centres undefined),0%,-4%,-21,6,-19%,-5%,-22%,16%,0.5%,0%,2%
O=C(NCCC1=CCCCC1)c1cc2c(s1)CS(=O)(=O)C2,-7%,-19%,-15,0,u,9%,-13%,7%,-0.1%,0%,1%
O=C(COc1ccccc1Br)N1CCN(C(=O)c2cccs2)CC1,-2%,0%,-4,x,-6%,x,-7%,x,-0.2%,1%,x
CCN1CCN(C(=O)c2cc(S(=O)(=O)N3CC(C)CC(C)C3)ccc2Cl)CC1 (centres undefined),-4%,3%,-9,x,0%,x,4%,x,0.1%,2%,x
CC(C)c1ccc(N2C(=O)CC(Sc3ncccn3)C2=O)cc1 (centres undefined),2%,2%,-16,1,3%,8%,1%,1%,-0.3%,6%,1%
Cn1nc(C(F)(F)F)cc1Oc1ncc(C(F)(F)F)cc1Cl,-2%,-3%,10,-1,0%,-1%,-11%,0%,-0.1%,-2%,1%
O=C(COc1ccc([N+](=O)[O-])cc1)NCc1ccccc1,-2%,-11%,5,x,1%,2%,2%,6%,0.1%,-1%,0%
O=C(NNC(=O)C1CC=CCC1C(=O)O)c1ccc(Cl)cc1 (centres undefined),-5%,0%,2,8,u,-3%,-11%,1%,0.0%,4%,0%
CCc1ccc(C(=O)COC(=O)c2nn(C)c(=O)c3ccccc23)cc1,-1%,4%,-13,-1,-13%,8%,0%,-12%,0.0%,-5%,3%
Cc1nc2ccc(C(=O)N3CCN(Cc4ccccc4)CC3)cc2[nH]1,-3%,1%,26,3,-12%,x,-8%,x,-0.1%,2%,1%
CCOC(=O)c1c(Cl)c(C)nn1-c1nc(OC)cc(OC)n1,-7%,-2%,-4,0,0%,5%,5%,-13%,-0.1%,4%,x
CC(=O)c1ccc(C(=O)N2CCc3c([nH]c4ccccc34)C2c2ccccn2)s1 (centres undefined),-4%,8%,-15,-3,u,0%,14%,-3%,-0.4%,-4%,1%
CCCCNCCOCCSc1ccc(Cl)cc1,-3%,3%,8,2,u,1%,-70%[inhibitor],-14%,-0.5%,-3%,0%
COc1cc(COCC(O)CN2C(C)CCCC2C)cc(OC)c1OC (centres undefined),-4%,3%,-5,2,-1%,-2%,-20%,3%,-1.0%,2%,1%
CC(NC(=O)COc1ccc([N+](=O)[O-])cc1)c1ccccc1 (centres undefined),-8%,-16%,-1,-3,1%,2%,-6%,-6%,0.1%,-2%,0%
Cc1cc(NC(=O)c2n[nH]c(=O)c3ccccc23)ccc1Br,0%,0%,7,1,7%,3%,0%,x,-0.8%,4%,-7%
O=C(Nc1cc(C(F)(F)F)ccc1N1CCOCC1)c1n[nH]c(=O)c2ccccc12,-5%,0%,13,0,u,3%,-10%,36%[activator],-0.3%,-12%,3%
c1ccc(OCc2nn3c(-c4ccco4)nnc3s2)cc1,-6%,-3%,8,6,10%,-2%,-13%[7.66 µM],2%[11.7 µM],-0.1%,-3%,2%

# Assay outcomes: PubChem, National Center for Advancing Translational Sciences (NCATS)

# An excerpt, so the mix of outcomes need not match the whole.
